OPRM1-OPRD1 inv – inverse agonist of human OPRM1-OPRD1 heterodimerization | P35372+P41143 | cell-based MOR-DOR heterodimer luminescence, inverse agonism | inhibition, % at 9.3 µM | 340,000 compounds, 0.21% hits; in the data active means inhibition above about 22%, passing the limit was not always enough;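 further: 0% = cells with DMSO and 100% = wells without cells with DMSO; values of inactives mirror those of a sister screen read the other way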
Target sequence (P35372 whole entry, looked up): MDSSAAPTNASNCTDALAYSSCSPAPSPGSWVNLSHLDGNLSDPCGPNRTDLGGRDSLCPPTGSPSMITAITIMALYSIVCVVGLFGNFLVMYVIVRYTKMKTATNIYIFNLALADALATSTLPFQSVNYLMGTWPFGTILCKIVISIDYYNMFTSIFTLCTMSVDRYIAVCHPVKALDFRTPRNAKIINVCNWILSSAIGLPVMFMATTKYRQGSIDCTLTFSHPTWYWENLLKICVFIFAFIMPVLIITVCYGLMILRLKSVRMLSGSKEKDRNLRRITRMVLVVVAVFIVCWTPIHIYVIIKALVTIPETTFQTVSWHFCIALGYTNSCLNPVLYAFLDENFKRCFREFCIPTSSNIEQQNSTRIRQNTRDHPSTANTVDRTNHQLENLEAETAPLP
Target sequence (P41143 whole entry, looked up): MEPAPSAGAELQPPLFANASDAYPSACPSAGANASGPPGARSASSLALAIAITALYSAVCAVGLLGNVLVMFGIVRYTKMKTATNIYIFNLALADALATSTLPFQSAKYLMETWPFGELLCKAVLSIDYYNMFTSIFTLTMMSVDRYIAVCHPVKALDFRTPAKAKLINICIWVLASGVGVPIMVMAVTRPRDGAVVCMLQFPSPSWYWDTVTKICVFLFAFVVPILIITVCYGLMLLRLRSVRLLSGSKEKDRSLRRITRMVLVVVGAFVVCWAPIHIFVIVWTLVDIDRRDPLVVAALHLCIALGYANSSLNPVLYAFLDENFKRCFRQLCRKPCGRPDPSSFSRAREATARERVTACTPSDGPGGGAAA
MOR-DOR ag – OPRM1-OPRD1 heterodimerization agonism. 340,000 compounds, 0.3% hits. activation, % at 9.3 µM. cells, luminescence. P35372+P41143; in the data active means activation above about 18%;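 further: 0% = vehicle-treated cells and 100% = reference agonist; values of inactives mirror those of a sister screen read the other way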
LANA DNA inh – inhibitors of KSHV LANA C-terminal domain DNA binding. MBP-C-LANA/FAM-LBS DNA binding, fluorescence polarization. inhibition, % at 9 µM. 340,000 compounds, 0.078% hits;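 active means highest replicate inhibition at or above 60% at 9 µM, even if other replicates fall short; inactive means all replicates below 60% inhibition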;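 further: 0% = neutral control wells and 100% = 4 µM acridine orange control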
Keap1-Nrf2 PPI – inhibitors of human Keap1-Nrf2 protein-protein interaction; Q14145; Keap1 Kelch-Nrf2 peptide fluorescence polarization, 1536-well; inhibition, % at 9.4 µM; 340,000 compounds, 0.15% hits; AID 504523; in the data active means inhibition above about 12%;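 further: human Keap1 Kelch domain with fluorescein labeled Nrf2 9mer peptide probe; 0% = neutral control wells and 100% = peptide positive control; higher means more block of Keap1 binding to Nrf2 peptide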
HTR5A inv ag – inverse agonist of human HTR5A in OPRM1-OPRD1 counter-screen; P47898; HTR5A cell line, luminescence, inverse agonism; 340,000 compounds, 0.083% hits; inhibition, % at 9.3 µM; AID 504634; in the data active means inhibition mostly above about 23%, no sharp cut-off; inactive means mostly below about 18%;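 further: 0% = cells with DMSO and 100% = no-cell wells with DMSO; some compounds called inactive have numbers as strong as hits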
RTF Ca sens act – increases calcium sensitivity of human cardiac regulated thin filaments | P19429+P45379 | IANBD-labeled TnC RTF fluorescence at EC20 calcium; 0% EC20 calcium, 100% full calcium | activation, % at 7.2 µM | 340,000 compounds, 0.24% hits;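 active means activation above the mean over all tested compounds plus 3 SD, cut at about 30% in these data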;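 further: rise in fluorescence read as greater calcium sensitivity of cardiac thin filaments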
CAL-PDZ inh HTS – inhibitors of human CAL PDZ peptide binding; purified CAL PDZ, TMR-peptide fluorescence polarization, 1 h; Q9HD26; inhibition, % at 24.9 µM; 300,000 compounds, 0.92% hits;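 active means mean inhibition of at least 30% with at least half of replicates also reaching 30%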;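 further: 0% = DMSO neutral control and 100% = excess unlabeled competitor peptide PRC23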
HTR5A ag – counter-screen for OPRM1-OPRD1 agonists: human HTR5A agonism. 340,000 compounds, 0.61% hits. AID 504692. P47898. HTR5A agonist assay, luminescence, cell-based. activation, % at 9.3 µM; in the data active means activation mostly above about 9.5%, no sharp cut-off; inactive means mostly below about 7.6%;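 further: 0% = cells with vehicle only and 100% = reference agonist; strong numbers were not always called active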
Cardiac RTF inh – cardiac RTF calcium desensitization | P19429+P45379 | IANBD-labeled cardiac RTF, Ca2+ fluorescence | inhibition, % at 7.15 µM | 340,000 compounds, 0.12% hits | AID 493244;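 active means inhibition above the mean inhibition of all tested compounds plus 3 SD, cut at about 17% in these data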;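 further: assay run at fixed EC70 calcium of 1.6 mM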
V-ATPase pH – alters yeast V-ATPase proton transport | S. cerevisiae, pHLuorin cytosolic pH fluorescence | response, % at 10 µM | 350,000 compounds, 0.37% hits; in the data active means response mostly above about 7.3%, no sharp cut-off; inactive means mostly below about 5.4%; further: actives read high; inactives centre near 0; some compounds called inactive have numbers as strong as hits; reference of the scale not given here
Active calls of the source: *; x = not tested or not shown.

smiles	OPRM1-OPRD1 inv	MOR-DOR ag	LANA DNA inh	Keap1-Nrf2 PPI	HTR5A inv ag	RTF Ca sens act	CAL-PDZ inh HTS	HTR5A ag	Cardiac RTF inh	V-ATPase pH
CCOC(=O)/C=c1\s/c(=C(\C#N)C(N)=O)n(-c2ccccc2)c1=O	-6	1.2	1.2	-3	-15	-1	x	3	-2	-1
CCOC(=O)N1CCN(C(=O)c2ccc(OC)cc2)CC1	1	-0.3	1.4	2	-5	0	-2	2	0	0
Cc1ccc2cc(CCNC(=O)CC(C)(C)C)c(=O)[nH]c2c1C	3	-0.5	-0.8	-1	12	2	x	-5	-14	3
CSc1nnc(SCc2nc3sc(C(=O)O)c(C)c3c(=O)[nH]2)s1	8	-1.5	23	-11	-7	-1	-5	2	-1	-1
Cc1cccc(Nc2ccccc2C(=O)OCC(=O)NCc2ccco2)c1C	-18	4.2	3.0	-1	-19	0	-2	7	-5	3
COc1ccc2c(C)c(Cl)c(=O)oc2c1	9	-1.6	-0.8	0	-17	-8	1	-5	1	-2
CCN(CC)CCN(C(=O)C1=COCCO1)c1nc2ccc(C)cc2s1	-5	1.0	12	5	-11	-3	0	7	-9	7
COc1cc(/C=C/c2cccc[n+]2C)ccc1OCC(=O)Nc1cccc(Cl)c1	0	-0.1	-2.5	-2	9	10	3	-3	-9	-1
O=[N+]([O-])c1nn(-c2ccc3c(c2)OCCO3)n(O)c1=Nc1ccc(Cl)cc1	-77	14	-0.8	-5	17	-6	-2	-1	-8	2
CN(C)S(=O)(=O)N1CCC(CCCC2CCN(S(=O)(=O)N(C)C)CC2)CC1	2	-0.4	-2.8	-3	-1	0	-2	6	1	0
Cc1ccc(Nc2nc(Cl)nc3ncn(C)c23)c(C)c1	6	-1.1	-0.1	-3	-20	0	x	5	4	1
COc1ccc(NC(=O)Nc2ccccc2)cc1S(=O)(=O)N1CCCCC1	13	-2.4	-0.8	1	12	1	-7	-4	-1	5
Cc1ccc(S(=O)(=O)NCC(=O)OCc2ccccc2)cc1	12	-2.6	0.7	-4	7	-3	2	4	-2	-1
Cc1ccc(C)c(NC(=O)COC(=O)c2nc(Cl)ccc2Cl)c1	5	-1.2	-0.9	-4	-11	5	0	4	1	2
COc1ccc(C(=O)COC(=O)CCc2ccccc2)cc1	9	-1.9	-0.9	-3	11	0	8	1	-1	1
N#C/C(=C(/O)COC(=O)CCCNC(=O)c1ccc(Cl)cc1)c1nc2ccccc2[nH]1	-4	0.7	1.9	0	-6	-1	-4	3	9	0
Cc1ccc(Cl)cc1N1CCN(S(=O)(=O)c2ccc3c(c2)OCCO3)CC1	7	-1.3	1.4	-3	-7	-4	-2	-3	-3	-8
O=C(O)C1(Nc2ccc([N+](=O)[O-])cc2[N+](=O)[O-])CCCC1	8	-1.7	-0.3	-3	5	0	1	-1	-8	6
CCOC(=O)N1CCC(NC(=O)C2CCN(S(=O)(=O)N3CCCC3)CC2)CC1	11	-1.9	0.6	-7	12	5	-2	-5	-5	-2
CNc1nc(NC)nc(-n2c(C(F)(F)F)nc3ccccc32)n1	5	-0.8	0.3	-2	3	2	-3	3	7	-4
O=C(Nc1ccc(O)cc1)C1CCCO1 (stereo unspecified)	7	-1.3	-0.6	0	-46	6	0	3	1	-4
Cc1cc(C)n2nc(C(=O)OCC(=O)c3cc(C)n(CC4CCCO4)c3C)nc2n1 (stereo unspecified)	18	-3.5	0.6	-1	1	2	x	0	-8	-4
Cc1ccc2[nH]c(C(=O)N/N=C/c3ccc([N+](=O)[O-])cc3)c(C)c2c1	-14	3.1	-0.1	1	-3	1	-17	1	-2	4
Cc1ccc(C(C)C)c(OCC(O)CN2CCc3ccccc3C2)c1 (stereo unspecified)	-43	8.8	0.2	-1	-18	4	0	5	-7	-1
Cc1ccc(S(=O)(=O)NNC(=O)c2cc(C)c(C)cc2N)cc1	18	-4.1	-8.4	-4	-27	-8	-1	7	-7	2
COC(=O)c1ccc(/C=C2/SC(=S)N(CCCC(=O)Nc3ccc(O)cc3)C2=O)cc1	5	-1.4	0.0	-2	-1	-4	-4	3	-1	-3
CC(C)NC(=O)N1CCCN(c2nc3ccc(Cl)cc3s2)CC1	6	-1.2	0.4	0	-5	7	5	0	6	2
CC(C)N1C(=S)N(Cc2ccco2)C(=O)C1CC(=O)Nc1ccccc1 (stereo unspecified)	-7	1.4	0.5	-3	6	-1	-4	-2	7	2
O=C(Cc1noc2ccccc12)NNC(=S)Nc1ccc(Cl)cc1	10	-2.2	-0.1	4	27	-4	-5	-4	4	5
CCN1CCN(CCOCCOc2ccccc2)CC1	1	-0.2	1.5	0	4	-4	-1	-3	-5	-2
CN(C)/C(=N\S(=O)(=O)c1ccc(F)cc1)c1ccccc1	7	-1.1	-9.4	3	-10	-3	-2	2	1	-3
O=C(N/N=C/c1ccc(OC(=O)c2ccccc2Cl)cc1)c1ccccn1	-2	0.4	0.5	1	-26	-1	x	11	2	-3
Cc1cc(C)cc(CC2CC(=O)N(c3nc(C)cc(C)n3)C2=O)c1 (stereo unspecified)	4	-0.7	1.2	-2	-4	3	-5	-4	-4	1
C=CCNc1nc(-c2ccc(O)c(C(N)=O)c2)cs1	4	-0.9	-2.6	0	7	-4	1	-3	0	-4
Cc1ccc2[nH]cc(CCNC(=O)C3CCCCC3)c2c1	6	-1.1	0.6	-2	10	4	-4	-3	-4	2
CC1CCN(C(=O)C2CCN(S(=O)(=O)c3cccs3)CC2)CC1	14	-2.3	1.6	-7	-10	-4	6	-1	7	6
Clc1ccsc1-c1ccc2ccccc2n1	-44	8.2	3.5	-4	-8	4	-2	2	-11	-1
N=C1C(=O)OCC1c1ccccc1NC(=O)c1ccc(F)cc1 (stereo unspecified)	14	-2.7	4.7	-1	-4	2	1	1	-20	0
COCC(C)N1CCC(n2nccc2NC(=O)c2ccc3c(c2)OCO3)CC1 (stereo unspecified)	-3	0.4	1.2	3	-7	1	-5	4	-2	0
CCOC(=O)c1ccc2c(c1)N(Cc1ccccc1C)C(=O)c1ccccc1S2=O (stereo unspecified)	7	-1.2	0.3	-6	-32	1	x	9.5*	-10	-1
Cc1cccc(NC(=O)COC(=O)c2n[nH]c3ccccc23)c1C	2	-0.6	1.2	-1	4	-2	-6	-1	-2	-6
O=C(Cn1nnc2ccccc2c1=O)NCc1ccco1	9	-2.1	-0.1	-6	12	-3	-4	4	-10	-3
Cc1onc(-c2ccccc2)c1C(=O)NC(C)C	8	-1.6	-0.7	-4	-5	5	2	2	-4	5
Cc1ccc(Nc2nc(N)nc(CSC(=S)N3CCOCC3)n2)cc1	20	-3.9	0.0	2	-12	-1	-2	-3	0	2
COc1ccc(C2C(=O)c3ccccc3C2=Nc2ccc(Br)cc2)cc1 (stereo unspecified)	-4	0.8	0.8	-2	6	1	-2	-2	8	-1
O=C(CSc1nnc(Cc2ccccc2)o1)Nc1cccc(F)c1	13	-3.2	-0.7	1	-1	2	-2	1	2	-3
Cc1cccc(N2CC(C(=O)Nc3ccccc3N3CCOCC3)CC2=O)c1C (stereo unspecified)	15	-2.9	1.1	4	-6	1	x	2	2	-3
CC(C)(C)n1nnnc1C(c1ccc(F)cc1)N(Cc1ccc(F)cc1)Cc1ccco1 (stereo unspecified)	-39	6.2	-2.6	-3	-24	-1	-4	-2	3	-2
CCOc1cc(N2CCOCC2)c(OCC)cc1NC(=O)CSc1ccccc1C(=O)O	-25	6.2	0.1	2	-5	-1	0	6	-1	1
COc1ccc(C(NC(=O)c2c(F)c(F)c(F)c(F)c2F)c2ccccc2)cc1 (stereo unspecified)	-37	7.0	0.2	-1	36	-6	-3	0	1	0
CCCCOC(=O)Nc1ccc(S(=O)(=O)Nn2cnnc2)cc1	9	-1.6	1.8	4	-5	2	x	0	-3	0
O=C1CC2(CCN(C(=O)c3cccc(Br)c3)CC2)Oc2ccccc21	11	-1.9	-2.8	-2	4	7	-1	-2	4	-5
COc1cc(C2NC(=O)CS2)cc(OC)c1OC (stereo unspecified)	6	-1.3	-0.8	-7	-8	5	-5	-4	7	1
CC(C)CNC(=S)NNC(=O)c1nn(C)cc1Cl	17	-3.0	-0.9	-3	-1	9	-3	-5	-10	-1
Cc1cc(C)cc(OCC(=O)Nc2ccc(N3CCOCC3)cc2N2CCOCC2)c1	13	-3.4	-2.8	-4	16	1	-4	-2	-10	8
Cc1ccc2c(c1)COc1c3ccc(C(=O)N[C@@H](C)CO)cc3nn1-2	9	-1.6	-0.5	-7	-14	1	-2	14*	3	4
CCOC(=O)c1ccc(NC(=O)CCn2c(=O)oc3ccccc32)cc1	-4	0.7	-0.4	1	0	11	1	0	1	5
N#CNC(=Nc1cccc(F)c1)SCc1ccccc1F	-13	1.9	-0.8	1	-7	2	-2	-1	8	0
Cc1[nH]c2ccc(C(=O)N3CCN(c4ccccc4Cl)CC3)cc2c1C	-11	2.1	-0.6	-1	-2	4	x	-1	-10	-1
CC(C)(C)NC(=O)NC(=O)CN1CCCCC1	10	-2.0	-0.1	2	0	4	-2	3	0	-1

Ordered by value in RTF Ca sens act (high to low): some entries from above.
molecule,RTF Ca sens act
CC(C)(C)NC(=O)NC(=O)CN1CCCCC1,4
N#CNC(=Nc1cccc(F)c1)SCc1ccccc1F,2
CCOc1cc(N2CCOCC2)c(OCC)cc1NC(=O)CSc1ccccc1C(=O)O,-1

(cont.)
smiles	OPRM1-OPRD1 inv	MOR-DOR ag	LANA DNA inh	Keap1-Nrf2 PPI	HTR5A inv ag	RTF Ca sens act	CAL-PDZ inh HTS	HTR5A ag	Cardiac RTF inh	V-ATPase pH
CN(CCNC(=O)CCCOc1cc(=O)n(C)c2ccccc12)Cc1ccccc1	-10	1.3	0.2	0	10	-8	4	1	9	0
CC(C)C1Cc2nc(Cl)c(C#N)cc2CO1 (stereo unspecified)	-11	2.2	1.9	2	13	6	-3	-6	-7	-4
CC(=O)OCC(=O)C1(O)CCC2C3CC(C)C4=CC(=O)CCC4(C)C3C(O)CC21C (stereo unspecified)	5	-1.1	-2.2	-1	-9	-4	-3	2	-4	4
O=C(c1cnccn1)N(Cc1ccco1)C1(C(=O)NC2CCCCC2)CCCCC1	17	-3.1	0.3	3	-11	3	-3	0	-13	8
O=C(Nc1nnc(-c2ccccc2)s1)c1ccccc1F	3	-0.6	0.5	2	-8	1	x	3	-5	8
Nc1cccc(S(=O)(=O)Nc2ccc(SC(F)F)cc2)c1	11	-2.1	0.6	-3	-7	-5	-1	5	-2	-4
CS(=O)(=O)N1CC2CCCN2c2ccc(C(F)(F)F)cc21 (stereo unspecified)	9	-1.7	0.5	-1	3	3	-4	5	-5	-2
C=CCOC(=O)C1=C(C)NC(=S)NC1/C=C/c1ccccc1 (stereo unspecified)	-9	1.6	-1.8	-5	-26	-4	0	2	0	0
CC(NC(=O)/C=C/c1ccccc1[N+](=O)[O-])C1CC2CCC1C2 (stereo unspecified)	9	-1.7	-0.2	-2	12	-2	-2	-5	4	2

Compound activity: PubChem, several laboratories
